Compound activity from PubChem.
Glioma ERSR ind: inducers of ER stress response in human glioma cells. Potency, µM, for inactives: at the top dose activation, most hits filed as activators. 420,000 tested, 0.02% active. U87-MG GRP78 promoter luciferase reporter, 16 h. AID 602332; also: potency is read from the fitted curve at half-maximal effect; series mostly up to about 76 µM; % of control where 0% means no effect; nearly all actives have a fitted effect of over 35% in size
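Stably transfected U87-MG glioma cells carrying a GRP78-based luciferase sensor; 16 h compound incubation. Luminescence end-point read 10 min after Bright-Glo addition at room temperature.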
12-LOX inh: blocks human arachidonate 12S-lipoxygenase | P18054 | purified 12hLO, xylenol orange hydroperoxide absorbance | Potency, µM (top dose mostly 108 µM), for the others: at the top dose activity change, negative = inhibition, actives largely listed as inhibitors | 580,000 tested, 1.1% active | AID 1671190; also: potency is read from the fitted curve at half-maximal effect; % is scaled to controls: 0 for no effect and ±100 for the full control effect
Target sequence (P18054 whole entry, looked up): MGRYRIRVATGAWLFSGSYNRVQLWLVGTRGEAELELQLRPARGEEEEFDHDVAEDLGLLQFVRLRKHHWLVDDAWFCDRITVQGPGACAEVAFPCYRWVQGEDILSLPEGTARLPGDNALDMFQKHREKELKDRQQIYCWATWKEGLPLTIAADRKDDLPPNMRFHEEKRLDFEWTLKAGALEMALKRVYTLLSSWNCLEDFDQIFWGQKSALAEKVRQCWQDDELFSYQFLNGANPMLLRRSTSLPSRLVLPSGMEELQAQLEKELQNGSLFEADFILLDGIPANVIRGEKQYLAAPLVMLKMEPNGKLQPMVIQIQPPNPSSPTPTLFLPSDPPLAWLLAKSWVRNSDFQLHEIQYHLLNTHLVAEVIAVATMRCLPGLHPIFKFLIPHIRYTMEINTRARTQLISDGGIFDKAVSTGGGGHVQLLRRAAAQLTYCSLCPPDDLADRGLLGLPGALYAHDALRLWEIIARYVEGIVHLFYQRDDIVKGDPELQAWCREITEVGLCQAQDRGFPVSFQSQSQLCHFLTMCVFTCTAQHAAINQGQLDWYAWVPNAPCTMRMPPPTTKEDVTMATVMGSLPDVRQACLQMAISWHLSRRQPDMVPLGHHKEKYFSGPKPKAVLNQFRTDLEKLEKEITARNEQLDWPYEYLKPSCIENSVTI
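Purified human 12hLO (150 nM final) in 25 mM Hepes, 0.01% Triton X-100, pH 7.0 was preincubated 15 min at room temperature with compound. Then 40 uM arachidonic acid was added, 30 min. Hydroperoxide was read by Fe-XO absorbance ratio 573/405 nm.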
Vif-A3G inh: inhibitors of Vif-APOBEC3G interaction; Q9HC16; HeLa A3G-eYFP + Vif (tagged APOBEC3G with the HIV-1 protein that degrades it), YFP fluorescence, overnight; 410,000 tested, 0.076% active; Potency, µM (series often up to 46.1 µM), without a hit: at the top dose activity, negative = active, usual class: inhibitors;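 also: potency is read from the fitted curve at half-maximal effect; % is scaled to controls: 0 for no effect and ±100 for the full control effect; nearly all actives have a fitted effect of over 60% in size; hits raise eYFP signal because A3G escapes Vif-driven loss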
Target sequence (Q9HC16 whole entry, looked up): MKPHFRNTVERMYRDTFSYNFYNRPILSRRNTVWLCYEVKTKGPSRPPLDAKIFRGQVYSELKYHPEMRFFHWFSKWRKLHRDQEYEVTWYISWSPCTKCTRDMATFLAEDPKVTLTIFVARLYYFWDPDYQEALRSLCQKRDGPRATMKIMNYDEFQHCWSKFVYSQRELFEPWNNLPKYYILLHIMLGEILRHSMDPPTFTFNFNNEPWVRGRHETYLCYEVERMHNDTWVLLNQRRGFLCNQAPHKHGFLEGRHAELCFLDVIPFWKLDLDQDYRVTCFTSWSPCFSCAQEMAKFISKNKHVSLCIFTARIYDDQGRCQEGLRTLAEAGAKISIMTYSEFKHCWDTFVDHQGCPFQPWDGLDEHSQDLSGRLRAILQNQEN
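HeLa cells stably expressing Vif and C-terminally eYFP-tagged A3G, seeded overnight at 37 deg C, then exposed to compound by pintool overnight at 37 deg C. Rise in yellow fluorescence (Ex 488/Em 500-530, Acumen) marks blocked Vif-driven A3G degradation.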
Vif-APOBEC3F blk: blocks the Vif interaction with APOBEC3F. Potency, µM (highest dose often 46.1 µM), for the others: top-dose activity, negative = active. 390,000 tested, 0.2% active. HeLa A3F-eYFP + Vif (tagged APOBEC3F with the HIV-1 protein that degrades it), YFP fluorescence increase; also: potency is read from the fitted curve at half-maximal effect; % of control where 0% means no effect; nearly all actives have a fitted effect of over 65% in size
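HeLa cells stably expressing Vif plus C-terminally eYFP-tagged A3F were seeded, incubated overnight at 37 deg C, dosed with compound, incubated overnight again at 37 deg C. Yellow fluorescence (Ex 488/Em 500-530) reported blocked Vif-mediated A3F-eYFP degradation.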
D2 agonist: D2 dopamine receptor (human) agonism; P14416; 340,000 tested, 0.53% active; HEK293 T-REx D2 cells, calcium flux agonist mode; activation, % at 2 µM;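 active = activation over 3 SD above normal in the single-dose calcium agonist read, cut at about 30% in these data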; also: 0% is about no effect
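Tetracycline-induced HEK293 T-REx cells with force-coupled D2 receptor, plated overnight at 30 C, loaded with no-wash calcium dye. After a 10 s baseline, compound was pin-added and calcium flux read kinetically for 180 s; calcium rises flagged agonists.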
RGS4 inh: blocks human RGS4-accelerated GTP hydrolysis; P49798; Transcreener GDP fluorescence polarization, RGS4-accelerated GTP hydrolysis; Potency, µM (highest dose often 114 µM), inactives show at the highest dose activity change, negative = inhibition, most hits filed as inhibitors; 390,000 tested, 0.039% active; also: potency is read from the fitted curve at half-maximal effect; % is scaled to controls: 0 for no effect and ±100 for the full control effect; nearly all actives have a fitted effect of over 75% in size; some results filed as inactive show a strong effect at the top dose
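MLSMR compounds (23 nl, pin-transferred) preincubated 10 min at room temperature with a 500nM (2x) first reagent, then RGS4 at 900nM (2x) plus Transcreener GDP mix added; fluorescence polarization (620/688 nm) read before and after 90 min at 30 °C.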
ERG-DNA inh: inhibitors of human ERG Ets domain-DNA interaction | P11308 | fluorescence polarization, His-ERG Ets domain / labelled DNA | Potency, µM (highest dose often 76.9 µM), for the others: at the top dose FP activity, negative = inhibition, usual class: inhibitors | 370,000 tested, 0.028% active | AID 624246; active = well fitted inhibition curve with a large enough effect in the polarisation, with a control signal flat; inconclusive = small, poorly fitted or top-dose-only effect, or effect the other way, or a change in a side signal; inactive = no such curve, though single readings can be large or run the other way; the % refers to the polarisation;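 also: polarization taken with two DNA probes labelled with fluorescein and Texas red; potency is read from the fitted curve at half-maximal effect; % of control where 0% means no effect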
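His-tagged ERG Ets domain (1 uM in the protein solution; 300mM KCl, 50mM Tris-HCl, 1mM EDTA, 1mM DTT, pH 7.5) received compound, then a probe mix of 5 nM fluorescein-DNA and 100nM Texas-615-DNA. Fluorescence polarization was read for both dyes.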
LDHA inh: inhibitors of human lactate dehydrogenase A. P00338. purified LDHA, NADH/diaphorase-resazurin fluorescence; hits give low values. activity change, % (values are at about 110 or 230 µM). 480,000 tested, 0.15% active; in the data active = activity change below about -30%; inconclusive = mostly about -25% to -30%;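 also: plate controls were DMSO wells for no effect and wells without enzyme for full effect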
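Remaining NADH was detected by diaphorase (0.133 mg/mL) converting 37 µM resazurin to fluorescent resorufin, read at 0 and 20 minutes. The preceding 5-minute room-temperature reaction used 2 nM LDHA, 0.2 mM sodium pyruvate and 0.06 mM NADH at pH 7.4.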
D2 antag: D2 dopamine receptor (human) antagonism. P14416. HEK293 TREx D2 cells, calcium flux, dopamine EC80. inhibition, % at 10 µM. 340,000 tested, 2% active. AID 485344; in the data active = inhibition above about 30%; also: 0% is about no effect
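Read-out: kinetic calcium fluorescence (1 cycle/s) in inducible HEK293 T-REx D2 cells after an EC80 dopamine addition that followed 180 s compound preincubation. Loss of the dopamine response indicates antagonism.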
The depositor's hits bear a star; ? = inconclusive; . = not tested or not shown; [ ] = remark or other dose. Unless noted, calls follow the shape of the dose curve; as a rule, active = well fitted curve in the direction sought with a large enough effect; inconclusive = small, poorly fitted or top-dose-only effect, or another doubt; inactive = no such curve, though single readings can be large; an effect the other way counts as inactive or inconclusive.

SMILES	Glioma ERSR ind	12-LOX inh	Vif-A3G inh	Vif-APOBEC3F blk	D2 agonist	RGS4 inh	ERG-DNA inh	LDHA inh	D2 antag
COc1ccccc1NC(=O)C1=C(C)NC2=C(C(=O)CC(c3ccc(OC)c(OC)c3)C2)C1c1coc2ccccc2c1=O (stereo not given)	-2%	-26%	-10%	7%	1.7	-4%	-3%	-3	2
COc1cc2c(cc1OC)C1(C)N(CC2)C(C(C)=O)=NN1c1ccc(Cl)cc1 (stereo not given)	-4%	-4%	2%	4%	-2.4	3%	-5%	-3	20
CCN(CC)CCN(C(=O)c1ccc(S(=O)(=O)N2CCCCC2)cc1)c1nc2cc3c(cc2s1)OCO3	0%	.	3%	3%	0.5	18%	6%	-10	-6
CC(=O)c1nn(-c2cccc(Cl)c2)cc1C(=O)c1ccco1	-4%	?	0%	7%	0.5	34%	1%	-5	19
Cn1cccc1Cc1nnc(SCC(=O)NCc2ccco2)n1-c1ccc(F)cc1	-6%	-17%	2%	-9%	0.5	-35%	-2%	-2	2
Cc1ccccc1CN(c1ccc(C(=O)N2CCN(C)CC2)cc1)S(C)(=O)=O	-5%	322%[activator]	-1%	-14%	.	27%	0%	-9	.
CCOC(=O)CNC(=O)CSc1nnc(-c2ccccc2OC)n1CC	2%	0%	0%	1%	0.2	-13%	3%	-5	1
COC(=O)c1cc(S(=O)(=O)N(C)C2CCCCC2)cn1C	-2%	-7%	-1%	-2%	-0.2	-3%	1%	-2	21
Cn1ncc(Cl)c1C(=O)NC1C2CC3CC(C2)CC1C3 (stereo not given)	5%	-1%	-1%	0%	-1.5	23%	-3%	-8	-2
O=C1c2c(Cl)c(Cl)c(Cl)c(Cl)c2C(=O)N1c1nccs1	-6%	?	-4%	14%	.	25%	1%	-2	.
COc1cccc(C(c2c(N)n(C)c(=O)n(C)c2=O)C(C)[N+](=O)[O-])c1 (stereo not given)	-3%	0%	4%	-1%	0.7	16%	6%	1	-6
Cc1ccccc1CNC(=O)Cn1ccc2cc(S(=O)(=O)N3CCCCCC3)ccc21	0%	-32%	-7%	-3%	0.1	-17%	6%	-4	-20
O=C(c1csc2ccccc12)N1CCCCCC1	-6%	3%	1%	-2%	.	-23%	5%	0	.
O=C(CSCc1ccccc1)N1CCN(c2cccc(C(F)(F)F)c2)CC1	-3%	0%	6%	2%	0.4	-12%	0%	3	0
Cc1ccc(-c2nnc(CSc3nnc(COc4cccc5ccccc45)n3-c3ccccc3)o2)cc1	0%	393%[activator]	4%	-4%	0.7	-3%	9%	-3	-1
Cc1sc(-c2ccncc2)nc1OC(=O)c1ccc(F)cc1F	-3%	4%	-3%	-4%	0.3	32%	4%	-7	-2
CCC(=O)c1ccc(OCC(O)CN2C(=O)NC(C)(C)C2=O)cc1 (stereo not given)	-4%	0%	3%	1%	-0.2	7%	-4%	-1	29
COc1ccc(/C=N/NC(=O)c2cc[n+]([O-])cc2)cc1	0%	4%	-2%	0%	.	1%	-3%	-4	.
O=C1NC2(CCOc3ccccc32)C(=O)N1CC(=O)N(Cc1ccccc1)C1CCS(=O)(=O)C1 (stereo not given)	-4%	0%	-4%	4%	-0.5	0%	1%	-1	40*
CC1(c2cc(C(F)(F)F)n3nc(C(=O)O)cc3n2)CC1	-3%	-20%	1%	-4%	1.5	-15%	2%	-2	15
O=C(Cn1cnc2scc(-c3ccc(F)cc3)c2c1=O)NCC(c1ccco1)N1CCCC1 (stereo not given)	-3%	-2%	2%	4%	-0.4	-10%	9%	-8	-2
COc1ccc2cc3cc(C(=O)N4CCN(c5ccccc5)CC4)oc3nc2c1	-2%	0%	2%	-1%	0.5	5%[56.9 µM]	-12%	-3	-13
CCOC(=O)N1CCN(C(=O)CSc2ccc3nnc(-c4cccnc4)n3n2)CC1	-4%	-8%	-7%	-1%	-5.4	-21%	-5%	-6	0
COc1cc(C(=O)N2CCN(S(=O)(=O)c3ccc(F)cc3)CC2)cc(OC)c1OC	4%	3%	0%	0%	0.2	27%	-1%	-2	-16
COc1ccc(S(=O)(=O)N2CCN(C3CC4CCC3C4)CC2)cc1 (stereo not given)	0%	?	-3%	-7%	-1.0	-7%	-2%	-9	6

Quoted at random: seven compounds from above.
SMILES	Glioma ERSR ind	12-LOX inh	Vif-A3G inh	Vif-APOBEC3F blk	D2 agonist	RGS4 inh	ERG-DNA inh	LDHA inh	D2 antag
O=C(Cn1cnc2scc(-c3ccc(F)cc3)c2c1=O)NCC(c1ccco1)N1CCCC1 (stereo not given)	-3%	-2%	2%	4%	-0.4	-10%	9%	-8	-2
COc1cccc(C(c2c(N)n(C)c(=O)n(C)c2=O)C(C)[N+](=O)[O-])c1 (stereo not given)	-3%	0%	4%	-1%	0.7	16%	6%	1	-6
CCC(=O)c1ccc(OCC(O)CN2C(=O)NC(C)(C)C2=O)cc1 (stereo not given)	-4%	0%	3%	1%	-0.2	7%	-4%	-1	29
Cc1ccccc1CNC(=O)Cn1ccc2cc(S(=O)(=O)N3CCCCCC3)ccc21	0%	-32%	-7%	-3%	0.1	-17%	6%	-4	-20
COc1ccc(/C=N/NC(=O)c2cc[n+]([O-])cc2)cc1	0%	4%	-2%	0%	.	1%	-3%	-4	.
O=C(CSCc1ccccc1)N1CCN(c2cccc(C(F)(F)F)c2)CC1	-3%	0%	6%	2%	0.4	-12%	0%	3	0
CCOC(=O)N1CCN(C(=O)CSc2ccc3nnc(-c4cccnc4)n3n2)CC1	-4%	-8%	-7%	-1%	-5.4	-21%	-5%	-6	0

New compounds follow
SMILES	Glioma ERSR ind	12-LOX inh	Vif-A3G inh	Vif-APOBEC3F blk	D2 agonist	RGS4 inh	ERG-DNA inh	LDHA inh	D2 antag
O=C(NNC1CC(=O)N(c2ccc(Br)cc2)C1=O)c1cccs1 (stereo not given)	-1%	?	1%	-10%	-0.4	2%[56.9 µM]	5%	0	-6
CCOC(=O)C1CCN(C(=O)Cn2cc(C(=O)C3CC3)c3ccccc32)CC1	-2%	-1%	2%	-9%	-0.4	7%	.	-10	-24
CS(=O)(=O)N(Cc1ccccc1)c1ccc(C(=O)N2CCN(c3cccc(Cl)c3)CC2)cc1	0%	27%	1%	-3%	0.1	1%	-2%	2	22
COc1ccc2nc(NC(=O)c3cccc(-c4cc5ccccc5oc4=O)c3)sc2c1	7%	-25%	?	?	-0.2	-29%	-12%	-4	0
Cc1ccc(Cl)cc1NC(=O)c1cccc(NC(=O)N2CCSc3ncccc32)c1	-1%	-23%	-4%	-8%	0.0	12%	0%	-13	.
CC1Cc2ccccc2N1C(=O)CN1CCN(Cc2ccccc2)CC1 (stereo not given)	-4%	?	1%	9%	1.0	15%	-10%	-23	41*
CCOC(=O)c1c(NC(=O)COc2cccc(C(F)(F)F)c2)sc2c1CCC(C)C2 (stereo not given)	1%	-16%	-2%	-5%	-1.2	?	1%	-6	.
Cc1noc(C)c1CSCC(=O)Nc1nc2ccc(F)cc2s1	1%	?	-1%	-17%	0.0	8%	-1%	-9	12
S=C1NCCOCCNC(=S)NCCOCCOCCOCCN1	-1%	-21%	0%	?	-0.1	?	8%	0	11
C=CCn1c(SCC(=O)NC2CCCCC2)nnc1-c1ccc(OC)cc1	-2%	7%	0%	0%	-1.9	2%	-2%	-1	12
CCCN1C(=O)c2cc(C(=O)NCCc3cccc(C)c3)ccc2C1O (stereo not given)	-1%	8%	0%	-5%	0.3	-10%	4%	-18	10
Cc1cc(C)c(-c2csc(-c3cc4ccccc4oc3=O)n2)cc1C	-2%	-17%	0%	1%	0.8	23%	0%	-13	.
CCCC(=O)Nc1nc2nc(-c3ccccc3)cc(=O)n2[nH]1	-2%	?	3%	-1%	0.0	25%	1%	-6	32*
CCCCCOC(=O)C1[C@H]2C(=O)N(c3ccccc3CC)C[C@]23C=C[C@H]1O3 (stereo not given in full)	3%	0%	-4%	-11%	-0.7	-16%	9%	-5	4
CCc1nc(SCc2nnc(-c3ccc(C)cc3)o2)c2c(C)c(C)sc2n1	-3%	.	1%	-26%	.	5%	-5%	-3	.
S=C(NCc1ccccn1)Nc1ccc(Cl)c(Cl)c1	3%	?	-6%	?	-0.1	?	-8%	-1	6
O=c1[nH]c(CSc2nnc(-c3cccnc3)n2C2CCCCC2)nc2ccccc12	-6%	5%	1%	-14%	-0.8	-28%	-1%	2	-11

These rows are one share of the data; rates above refer to the full screens.
